SIRT5 inh = sirtuin-5 (human) deacylase inhibition; Purified SirT5, succinyl-peptide AMC, trypsin-coupled fluorescence; AID 652115; inhibition, % at 15 µM; 1.1% of 330,000 active; Q9NXA8; in the data active = inhibition above about 15%
Target sequence (Q9NXA8 whole entry, looked up): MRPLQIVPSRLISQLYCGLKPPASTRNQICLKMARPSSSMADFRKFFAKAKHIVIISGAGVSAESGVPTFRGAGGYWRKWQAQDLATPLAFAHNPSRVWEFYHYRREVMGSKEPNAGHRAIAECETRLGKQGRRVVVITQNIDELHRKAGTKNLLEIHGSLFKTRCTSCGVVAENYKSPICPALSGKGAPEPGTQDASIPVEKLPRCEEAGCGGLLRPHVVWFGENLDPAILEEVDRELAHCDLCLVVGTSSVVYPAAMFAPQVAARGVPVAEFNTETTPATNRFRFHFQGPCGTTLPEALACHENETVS
FN deposition inh = fibronectin deposition inhibition. AH1F fibroblasts, Alexa488-fibronectin deposition fluorescence, overnight. inhibition, % at 12.6 µM. 0.086% of 350,000 active;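 active = mean inhibition across replicates of 30% or more, regardless of how many single replicates reach that level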;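 note: positive control wells lacked labelled fibronectin entirely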
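Test system: AH1F fibroblast monolayer depositing Alexa488-labelled fibronectin into matrix. Input: 10000 cells per well. Technique: fluorescence, ex 485 nm, em 525 nm. Buffer or medium: DMEM plus 2% serum, read in PBS. Timing: 1 h cell adhesion before compound, then overnight fibronectin incubation. Compound: single dose, pinned. Read-out basis: inhibition from reduced deposited-fibronectin fluorescence.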
S100A4 MyoIIA = blocks human S100A4 binding to myosin IIA peptide | P26447 | S100A4/TAMRA-MyoIIA peptide fluorescence polarization | inhibition, % at 10.7 µM | 0.14% of 360,000 active | AID 652163;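 active = mean inhibition of at least 70% across replicates, with every replicate also reaching that level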
Target sequence (P26447 whole entry, looked up): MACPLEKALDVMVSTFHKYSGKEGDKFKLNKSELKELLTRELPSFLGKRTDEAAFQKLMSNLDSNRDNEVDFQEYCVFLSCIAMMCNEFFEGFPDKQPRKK
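Material: S100A4 monomer protein / Buffer or medium: 50 mM HEPES pH 7.2, 10 mM CaCl2, 100 mM KCl / Times: 5 min incubation before reading / Benchmarks: neutral control DMSO, positive control TFP / Reagent: labelled myosin peptide probe, 5 nM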
esBAF inh = inhibitors of esBAF chromatin remodeling in mouse ES cells. reporter increase, % at 12.5 µM. Bmi1-luciferase knock-in reporter, 24 h; 100% = twice the neutral-well signal. 2% of 350,000 active; in the data active = activation above about 40%;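 note: 0% = median of the plate's neutral control wells and 100% = double that signal; a rise in the Bmi1 reporter signal indicates esBAF inhibition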
LGR2 inh = inhibitors of bursicon-induced Drosophila LGR2 receptor cAMP signaling; HEK293 LGR2, CRE-luciferase, bursicon-stimulated, 4 h; 0.35% of 380,000 active; inhibition, % at 9.99 µM;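 active = drop in luminescence signal, shown as inhibition above about 50% in the replicate tests, limit read from the data, passing the limit was not always enough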;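 note: agonist challenge used bursicon conditioned medium at about half maximal strength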
CASP6 VEID inh = inhibitors of human caspase-6. purified caspase-6, Z-VEID-R110 cleavage fluorescence. inhibition, % at 12.5 µM. 0.53% of 350,000 active;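 active = mean inhibition across replicates at least about 35%, with every replicate also reaching that limit, limit read from the data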;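 note: 0% = median of neutral control wells and 100% = no fluorescence left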
Target sequence (P55212 24-179 limits assumed): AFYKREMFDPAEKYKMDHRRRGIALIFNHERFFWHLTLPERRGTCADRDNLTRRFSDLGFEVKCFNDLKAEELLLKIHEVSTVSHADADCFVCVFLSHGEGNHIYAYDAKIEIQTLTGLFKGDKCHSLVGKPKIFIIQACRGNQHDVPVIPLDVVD
Target sequence (P55212 194-293 limits assumed): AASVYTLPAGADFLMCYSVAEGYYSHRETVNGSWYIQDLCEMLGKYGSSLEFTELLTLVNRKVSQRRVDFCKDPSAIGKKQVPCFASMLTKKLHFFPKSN
C2C12 statin = suppression of simvastatin myotoxicity; C2C12 myotubes + simvastatin, ATP luminescence, 48 h; scaled: DMSO 0, geranylgeraniol control 100; rescue of ATP level, % at 7.49 µM; 0.78% of 330,000 active;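 active = mean ATP rescue above about 67%, or every replicate alone reaching that limit, limit read from the data, passing the limit was not always enough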;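 note: myotubes were challenged with 10 µM simvastatin during compound exposure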
Active calls of the source: *; / = no result given; & = joins results of further samples. A portion of the library, so the mix of outcomes need not match the whole.

SMILES	SIRT5 inh	FN deposition inh	S100A4 MyoIIA	esBAF inh	LGR2 inh	CASP6 VEID inh	C2C12 statin
O=C1CC(c2ccccc2)CN1 (stereo not given)	-5	-1	1	/	/	-3	/
CCOCCc1c(O)[nH]c(=S)[nH]c1=O	-1	1	-4	4	26	-3	2
C[C@]12CCC(=O)C=C1C=CC1C2CC[C@@]2(C)C1CC[C@@H]2O (stereo not given in full)	-6	-2	25	/	-2	-1	-3
O=[N+]([O-])c1ccccc1CCl	/	/	4	-4	-2	-6	0
COc1cc(C)c(CN2CC=C(c3ccc(F)cc3)CC2)cc1C	4	4	4	9	-12	1	1
CCN1C(=O)C(=C/C=C/c2ccco2)C(=O)N(CC)C1=S	21*	/	-14	/	1	58*	/
Cc1cccc(-n2c(C)nc3ccccc3c2=O)c1C	-1	-9	-23	/	21	0	/
Cc1cccc(OP(=O)(NCc2ccccc2)Oc2cccc(C)c2)c1	-1	-5	0	/	47	2	/
COc1ccc(Br)cc1CNCCc1ccc2c(c1)OCO2	-4	5	-16	-2	/	1	-10
O=P(Nc1ccccc1Cl)(c1ccccc1)c1nc2c(s1)CCCC2 (stereo not given)	/	9	/	13	/	/	-4
O=C(NCCCn1ccnc1)C(Cl)(Cl)Cl	-2	-2	-5	/	-4	-15	/
COc1ccc(-n2c(/C=C3\C(=O)Nc4ccccc43)nc3ccccc3c2=O)cc1	112*	/	4	/	14	3	/
CC(C)c1ccc(N=Cc2c(O)n(C3CC3)c(=S)[nH]c2=O)cc1	-3	-3	1	/	/	-3	/
C=CCn1cc(C=C2C(=O)N(C)C(=O)N(C)C2=O)c2ccccc21	-3	3	-4	1	11	-1	0
CC=Cc1ccc2n(c1=O)C[C@@H]1[C@@H](CO)[C@H](C(=O)O)[C@H]2N1S(=O)(=O)c1ccccc1C (mixture of isomers)	-8	/	4	0	9	-1	-2
O=c1c2ccccc2nc(/C=C/c2ccc(O)cc2)n1-c1ccc(O)cc1	-3	-4	-3	-6	17	7	-1
CC(=O)N1CCCSC1=Nc1ccccc1	-20	2	36	/	10	-2	/
Cc1ncc([N+](=O)[O-])n1CCOC(N)=O	3	6	-3	6	-19	-5	-1
O=C(Cn1c(=S)[nH]c2ccccc2c1=O)N1CCC2(CC1)OCCO2	/	-3	/	1	/	/	2
CCP(=S)(CC)c1ccc(N(C)C)cc1	/	1	-3	1	9	-1	-7
O=C(c1ccc2c3c(cccc13)CC2)C1CCCN(Cc2ncc[nH]2)C1 (stereo not given)	-6	2	-3	/	5	-3	/
Cc1cc(=O)oc2cc(OCC(=O)N3C[C@H]4C[C@@H](C3)c3cccc(=O)n3C4)ccc12	/	/	4	-6	/	-2	3
O=C(CSC1c2ccccc2-c2ccccc21)N/N=C/c1ccc(C(=O)O)cc1	-1	-13	-2	/	-6	0	/
CC12CC[C@H]3[C@@H](CCC4(O)C[C@H](O)CCC34/C=N/NC(=O)Cc3ccccc3)C1(O)CCC2C1=CC(=O)OC1 (stereo not given in full)	0	-11	-2&-9	-3&0	5	0	6
COc1ccc(C(O)P(=O)(Oc2ccccc2)Oc2ccccc2)cc1 (stereo not given)	1	1	-2	2	1	3	5
C=CCn1c(O)c(/C=N/NC(=O)CCCC)c(=O)[nH]c1=S	5	-2	-4	/	11	6	/
O=C(CCn1nc(-c2ccc(Cl)cc2)ccc1=O)N1CCC2(CC1)OCCO2	-4	9	1	/	-2	-2	/
S=C1Nc2ccccc2Sc2ccccc21	0	-3	-6	2	-20	2	-18
CCN(CC)C(=O)c1ccc(NC(=O)COc2ccc(-c3nn(C)c(=O)c4ccccc34)cc2)cc1	-3	-13	-8	10	15	1	4
O=C(Cc1ccccn1)N1CCCCN2[C@H](CO)[C@@H](c3ccc(Br)cc3)[C@@H]2C1	1	/	-3	-4	2	2	18
C[N+](C)(C)c1ccccc1	-3	7	-2	4	2	-1	7
Cc1c(C(=O)O)cc(-c2ccccc2)n1Cc1ccccc1	-3	-1	-3	0	15	0	1
Cc1ccc(OC(=O)N(C)C[C@H]2OCc3cnnn3CCCC(=O)N([C@H](C)CO)C[C@H]2C)cc1	0	15&-1	-14&1	0	-22&7	1&-1	2
C/C(=N\N1CCCCCC1)c1c(O)n(-c2ccccc2C)c(=O)[nH]c1=O	3	-5	-2	0	10	5	13
CC(O)C1C=CC=CC(=O)OC2CC3OC4C5OC5(C)CCC4(COC(=O)C4OC4(C)C(O)CO1)C2(C)C31CO1 (stereo not given)	8	15	-8	/	101*	0	/
CC12CCC3C(CCC4CC(=O)OCC43C)C1CCC2O (stereo not given)	1	4	2	-1	10	-7	2
O=C(C1CCCCC1)N1Cc2ccccc2-n2nncc2C1	/	-1	0	-5	-4	-2	2
Cc1nn(Cc2ccc(Cl)cc2Cl)c(Cl)c1C(=O)O	3	4	-5	/	-11	2	/
COc1cccc(/C=C2\N=C(c3cncc(Br)c3)OC2=O)c1	0	5	1	/	0	1	/
CCOc1ccccc1-n1c(O)c(C=NCCCn2ccnc2)c(=O)[nH]c1=O	2	-13	-7	-2	1	0	0

An excerpt from above in order of SMILES length, highest first:
SMILES	SIRT5 inh	FN deposition inh	S100A4 MyoIIA	esBAF inh	LGR2 inh	CASP6 VEID inh	C2C12 statin
O=C(CSC1c2ccccc2-c2ccccc21)N/N=C/c1ccc(C(=O)O)cc1	-1	-13	-2	/	-6	0	/
Cc1cccc(OP(=O)(NCc2ccccc2)Oc2cccc(C)c2)c1	-1	-5	0	/	47	2	/
S=C1Nc2ccccc2Sc2ccccc21	0	-3	-6	2	-20	2	-18

Back to the main list, starting two compounds before the break.
SMILES	SIRT5 inh	FN deposition inh	S100A4 MyoIIA	esBAF inh	LGR2 inh	CASP6 VEID inh	C2C12 statin
COc1cccc(/C=C2\N=C(c3cncc(Br)c3)OC2=O)c1	0	5	1	/	0	1	/
CCOc1ccccc1-n1c(O)c(C=NCCCn2ccnc2)c(=O)[nH]c1=O	2	-13	-7	-2	1	0	0
COC1=C(C)C(=O)O[C@]12C(=O)C(C)=C1CCCCN3[C@H]([C@@H]4C[C@H](C)C(=O)O4)CC[C@]132	0	1	4	5	-7	-4	19
Cc1ccc(N2CCNCC2C)cc1 (stereo not given)	-2	0	26	-14	-23	0	10
Fc1ccc(C(OCCN2CCCC2)c2ccc(Br)cc2)cc1 (stereo not given)	-4	3	-1	-10	4	-16	/
COc1ccccc1/C=N/N=C(/N)N[N+](=O)[O-]	5	/	-3	3	-22	2	-6
O=C(NC12CC3CC(CC(C3)C1)C2)OC1CN2CCC1CC2 (stereo not given)	-1	-1	4	/	/	-2	/
CCOC(=O)C(O)(c1ccc(N(C)C(=O)COc2ccccc2)cc1)C(F)(F)F (stereo not given)	/	-1	/	-5	/	/	12
N#Cc1ccc(NC(=O)CCNC(=O)c2ccco2)cc1Cl	2	-10	4	1	-11	1	-2
COC(=O)C1=C(c2ccc(S(C)(=O)=O)cc2)C[C@@H]2CC[C@H]1N2C(=O)NCCS(C)=O (stereo not given in full)	0	2	-2	-2	8	0	19
Cc1c(N=Nc2c(O)n(-c3ccc(Br)cc3)c(=O)[nH]c2=O)c(=O)n(-c2ccccc2)n1C	3	0	1	/	-1	3	/
CCC(C)NC(=O)CCC(=O)OC1O[C@H]2OC3(C)CC[C@H]4[C@H](C)CCC(C1C)C24OO3 (stereo not given in full)	-3	3	5	-10	-34	1	-69
O=C1NC(=O)N(c2ccccc2)C(=O)/C1=C/c1ccoc1	0	4	-25	7	-10	/	4
S=P(NCCNP(=S)(N1CC1)N1CC1)(N1CC1)N1CC1	-11	0	-10	-9	-20	-262	-1
C=C1C(=O)O[C@@H]2C[C@@H](C)[C@@H]3C=CC(=O)[C@@]3(C)[C@@H](O)[C@H]12	8	50*	2	-85	102*	7	-164
COc1ccc(-c2[nH]ncc2CNC(C)Cc2cccc(C)n2)cc1F (stereo not given)	-4	9	-6	0	14	-4	-2
COc1cccc(OC)c1C1=NCC(=O)Nc2c1oc1ccc(Br)cc21	1	-3	-4	-7	-3	10	-11
COc1ccc(Cn2c(O)c(/C=N/NC(=O)c3ccncc3)c(=O)[nH]c2=O)cc1	5	-17	0	/	19	-3	/
CN1CCC(O)(c2cccs2)C(C(=O)c2cccs2)C1 (stereo not given)	-6	-6	-8	-7	-4	3	5
O=C(Nc1cccc(C(F)(F)F)c1)c1cccn(Cc2ccc3c(c2)OC(F)(F)O3)c1=O	/	3	/	4	/	/	-6
Cc1cccc([N+](=O)[O-])c1	/	/	-2	-8	-14	-2	1
O=C(NCc1cccnc1)NC1CCCCC1	/	/	/	5	-3	/	-14
CCCCn1c(=O)c(C(=O)Nc2ccccc2N)c(O)c2ccccc21	3	7	4	2	9	-2	1
CC(C)Sc1nnc(OC(=O)N(C)C)n1-c1ccccc1	-2	0	1	/	0	2	/
CCCCC1(CN2CCCC2=O)C(=O)NC(=O)NC1=O	/	/	/	0	-5	/	106*
Cc1ccc(O)c(CN2CCC3CCC(C3)C2)c1 (stereo not given)	/	/	-5	3	14	-10	7
O=C(Nc1ccc(Cl)cc1C(=O)c1ccccc1)c1ccco1	/	2	/	-8	/	/	-8
Cc1nc2ccccc2c(=O)n1/N=C/c1cc(Br)cc(Br)c1O	-3	8	1	/	14	-3	/
COc1ccccc1-n1c(CNCC2CCCO2)nc2ccccc2c1=O (stereo not given)	4	1	1	6	30	1	6
CC(=O)N1Cc2cnnn2-c2ccccc2C1C#N (stereo not given)	1	3	-2	-3	3	-2	5
O=C(Cc1ccncc1)N1CCCCN2[C@H](CO)[C@H](c3ccc(-c4ccncc4)cc3)[C@@H]2C1	-29	/	4	/	-6	3	/
c1ccc2sc(NC3=NCCN3)nc2c1	0	-3	1	/	-20	-3	/

The final 4 compounds of the part before lead into the next:
SMILES	SIRT5 inh	FN deposition inh	S100A4 MyoIIA	esBAF inh	LGR2 inh	CASP6 VEID inh	C2C12 statin
COc1ccccc1-n1c(CNCC2CCCO2)nc2ccccc2c1=O (stereo not given)	4	1	1	6	30	1	6
CC(=O)N1Cc2cnnn2-c2ccccc2C1C#N (stereo not given)	1	3	-2	-3	3	-2	5
O=C(Cc1ccncc1)N1CCCCN2[C@H](CO)[C@H](c3ccc(-c4ccncc4)cc3)[C@@H]2C1	-29	/	4	/	-6	3	/
c1ccc2sc(NC3=NCCN3)nc2c1	0	-3	1	/	-20	-3	/
COC(=O)C1CN(C#N)N(c2ccc(Cl)cc2)C12c1ccccc1-c1ccccc12 (stereo not given)	-3	/	3	/	100*	-2	/
C[C@]12CC[C@H](O)CC1=C([N+](=O)[O-])CC1C2CC[C@@]2(C)C1CC[C@@H]2O (stereo not given in full)	0	-7	1	-5	4	0	-2
S=P(NC1CCCCC1)(N1CC1)N1CC1	-3	1	-1	-7	-2	-12	6
COc1ccc2c3c1OC1C(O)C=CC4[C@@H](C2)N(C)CC[C@]314 (stereo not given in full)	/	/	-4	4	-1	2	1
COc1cc(C2c3cc4c(c(O)c3CC3COC(=O)C32)OCO4)cc(OC)c1OC (stereo not given)	-3	/	0	/	7	0	/
Cc1ccc(OP(=O)(Nc2cccc(C)c2)Oc2ccc(C)cc2)cc1	-2	2	-8	-3	4	-5	17
COc1ccc(C2=NCc3nnc(C)n3-c3ccc(Cl)cc32)cc1Cl	/	14	/	-11	/	/	98*
Cc1cc(C)[n+](CCCC[n+]2c(C)cc(C)cc2C)c(C)c1	/	-9	-3	-6	-2	-38	1
OCC1(CO)COC(c2cccnc2)N1 (stereo not given)	/	1	/	-7	/	/	-37
COc1cccc(N2CCN(Cc3ccc(Cl)cc3)CC2)c1	4	/	3	3	10	-6	/
Cc1ccc(OC(=O)N(C)C[C@H]2OCc3cnnn3CCCC(=O)N([C@@H](C)CO)C[C@H]2C)cc1	0&0&-1	3	2&-36&1	-7&-5&2	-13&11	0&0&-2	1&1&1
N#Cc1ccc(-c2ccc([C@@H]3[C@@H](CO)N4CCCCN(C(=O)Cc5ccccc5)C[C@H]34)cc2)cc1	2	/	-7	2	2	-2	5

Screening data (PubChem)
